G9a block = qHTS Assay for Inhibitors of Histone Lysine Methyltransferase G9a. Histone-lysine N-methyltransferase EHMT2 (Homo sapiens), Q96KQ7. G9a H3K9 monomethylation, AlphaScreen, 2 h. Potency, µM (top dose mostly 102 µM), without a hit: top-dose activity, negative = inhibition, hits mostly inhibitors. 350,000 compounds, 8.8% hits; note: % is set by controls: 0 for no effect and ±100 for the full control effect; nearly all actives have a fitted effect of over 75% in size
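Enzyme 20 nM + cpd, 15 min RT; add b-H3K9 pep 500 nM / SAM 20 uM; 2 h RT; anti-H3K9me1 Ab 0.5 ug/mL + SA donor / anti-rabbit acceptor beads 20 ug/mL each, 10 min; AlphaScreen read.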
HP1b binding inh = HTS for Inhibitors of HP1-beta Chromodomain Interactions with Methylated Histone Tails; AlphaScreen HP1-beta / biotin-H3K9me3 peptide binding; Potency, µM (series often up to 114 µM), without a hit: top-dose activity change, negative = inhibition, actives largely listed as inhibitors; 390,000 compounds, 0.56% hits; AID 540317, 2011; note: nearly all actives have a fitted effect of over 70% in size; inactives centre near 23
Target sequence (P83916 whole entry, looked up): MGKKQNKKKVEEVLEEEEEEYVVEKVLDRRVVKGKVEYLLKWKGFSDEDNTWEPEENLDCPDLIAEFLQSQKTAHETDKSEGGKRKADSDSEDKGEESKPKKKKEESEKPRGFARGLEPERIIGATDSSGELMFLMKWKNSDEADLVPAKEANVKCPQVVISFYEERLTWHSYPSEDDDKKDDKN
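AlphaScreen: HP1-beta (50 nM) preformed 30 min with biotin-H3(1-18)K9me3 peptide (50 nM) in PBS pH 7.4, 0.01% Tween-20. Compound added for 30 min at RT, then streptavidin donor/nickel chelate acceptor beads (10 ug/mL) for 30 min.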
JMJD2A Tudor = qHTS Assay for Inhibitors of JMJD2A-Tudor Domain; AlphaScreen JMJD2A-Tudor / H3K4me3 peptide binding; Potency, µM (doses to about 114 µM), without a hit: at the top dose activity change, negative = inhibition, actives largely listed as inhibitors; 390,000 compounds, 4.4% hits; note: % is set by controls: 0 for no effect and ±100 for the full control effect; nearly all actives have a fitted effect of over 50% in size
GLS inh = qHTS for Inhibitors of Glutaminase (GLS); GLS enzymatic activity, qHTS titration; Potency, µM (titrated, usually from 45.5 µM), without a hit: at the highest dose activity change, negative = inhibition, hits mostly inhibitors; 410,000 compounds, 0.21% hits; note: % is set by controls: 0 for no effect and ±100 for the full control effect
Target sequence (O94925 whole entry, looked up): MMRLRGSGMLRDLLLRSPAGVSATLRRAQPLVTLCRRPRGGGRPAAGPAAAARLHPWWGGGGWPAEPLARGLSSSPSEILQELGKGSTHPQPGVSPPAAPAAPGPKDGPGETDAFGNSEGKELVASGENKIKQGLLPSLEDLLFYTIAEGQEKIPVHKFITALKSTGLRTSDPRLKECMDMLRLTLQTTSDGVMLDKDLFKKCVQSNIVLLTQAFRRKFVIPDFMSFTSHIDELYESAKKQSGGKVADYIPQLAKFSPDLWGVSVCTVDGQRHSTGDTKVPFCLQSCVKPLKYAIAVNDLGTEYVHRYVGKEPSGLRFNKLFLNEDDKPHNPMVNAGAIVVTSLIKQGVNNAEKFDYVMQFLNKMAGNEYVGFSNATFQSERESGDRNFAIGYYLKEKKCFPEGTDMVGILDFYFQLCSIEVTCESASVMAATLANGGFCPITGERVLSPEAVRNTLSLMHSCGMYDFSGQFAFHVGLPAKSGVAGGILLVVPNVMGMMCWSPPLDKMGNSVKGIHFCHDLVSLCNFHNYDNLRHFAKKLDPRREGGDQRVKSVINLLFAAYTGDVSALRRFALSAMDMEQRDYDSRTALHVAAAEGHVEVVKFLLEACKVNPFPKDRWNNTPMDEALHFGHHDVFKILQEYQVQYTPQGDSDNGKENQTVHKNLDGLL
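Compounds were pin-transferred onto hKGA, after which L-glutamine (1 mM solution) and a detection mix of glutamate oxidase, HRP and Amplex Red were added. Initial and 30 min RT fluorescence reads were collected.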
BAZ2B block = qHTS Assay for Inhibitors of BAZ2B; Bromodomain adjacent to zinc finger domain protein 2B (Homo sapiens), Q9UIF8; AlphaScreen BAZ2B-H3K14Ac peptide displacement; Potency, µM (highest dose often 114 µM), inactives show top-dose activity change, negative = inhibition, most hits filed as inhibitors; 360,000 compounds, 4.4% hits; note: % is set by controls: 0 for no effect and ±100 for the full control effect; nearly all actives have a fitted effect of over 60% in size
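Complex of BAZ2B and biotin-H3K14Ac (50 nM apiece) forms over 30 min at RT, then faces library compounds up to 110 uM for another 30 min; AlphaScreen beads added, 20 min dark incubation, luminescence read.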
Pin1 inhibitor = qHTS Assay to Find Inhibitors of Pin1. Peptidyl-prolyl cis-trans isomerase NIMA-interacting 1 (Homo sapiens), Q13526. Pin1 FP peptide displacement, HiFluor488, 10 min. Potency, µM (doses to about 115 µM), without a hit: at the highest dose activity, negative = inhibition, usual class: inhibitors. 390,000 compounds, 0.009% hits; active = well fitted inhibition curve with a large enough effect in the polarisation, with a control signal flat, not every such curve was filed as active; inconclusive = small, poorly fitted or top-dose-only effect, or effect the other way, or a change in a side signal; inactive = no such curve, though single readings can be large or run the other way; the % refers to the polarisation; note: % is set by controls: 0 for no effect and ±100 for the full control effect
Target sequence (Q13526 whole entry, looked up): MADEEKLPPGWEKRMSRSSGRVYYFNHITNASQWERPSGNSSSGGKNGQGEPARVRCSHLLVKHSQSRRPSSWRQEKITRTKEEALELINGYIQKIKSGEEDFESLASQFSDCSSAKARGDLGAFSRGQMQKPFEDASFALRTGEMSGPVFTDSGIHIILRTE
POLI inh = qHTS for Inhibitors of Polymerase Iota; 390,000 compounds, 1% hits; Potency, µM (doses to about 115 µM), for inactives: top-dose activity, negative = inhibition, most hits filed as inhibitors; Pol iota fluorescent replication assay, 10 min; AID 588590, 2011; DNA polymerase iota (Homo sapiens), Q9UNA4
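Fluorescent replication assay read twice, at 0 min and 10 min after adding 50 nM (final) substrate. Enzyme (10 nM) and compounds were first incubated 15 min at room temperature; enzyme-free buffer wells were negative controls.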
PGK inhibitor = qHTS Assay to Find Inhibitors of Phosphoglycerate Kinase. PGK/GAPDH coupled, Kinase-Glo luminescence, 60 min. Potency, µM (highest dose often 57.5 µM), for the others: at the highest dose activity change, negative = inhibition, hits mostly inhibitors. 380,000 compounds, 0.043% hits. AID 602233, 2012; note: % is set by controls: 0 for no effect and ±100 for the full control effect; nearly all actives have a fitted effect of over 60% in size
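Recombinant glycosomal PGK reaction used 1,3-bisphosphoglycerate generated in-well by GAPDH (100nM final) in 100mM TEA pH 7.6, 5mM MgCl2, 0.01% Tween-20. After 60 minutes at room temperature, ATP was read by Kinase-Glo Plus luminescence end-point.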
BLM inh = qHTS Assay for Inhibitors of Bloom's syndrome helicase (BLM); recombinant BLM DNA unwinding, fluorescence dequenching; Potency, µM (titrated, usually from 56.1 µM), for the others: at the top dose activity change, negative = inhibition, actives largely listed as inhibitors; 350,000 compounds, 0.2% hits;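 note: plate controls were vehicle for no effect and no enzyme for full effect; nearly all actives have a fitted effect of over 35% in size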
An asterisk follows results filed as active; i = inactive; ? = inconclusive; / = not tested or not shown; & = joins results of further samples; [ ] = remark or other dose. Unless noted, calls come from the whole dose curve; as a rule, active = well fitted curve in the direction sought with a large enough effect; inconclusive = small, poorly fitted or top-dose-only effect, or another doubt; inactive = no such curve, though single readings can be large; an effect the other way counts as inactive or inconclusive. Potency is the fitted concentration of half-maximal effect. These rows are one share of the data, so the mix of outcomes need not match the whole.

Sample of the layout, 2 compounds:
G9a block,HP1b binding inh,JMJD2A Tudor,GLS inh,BAZ2B block,Pin1 inhibitor,POLI inh,PGK inhibitor,BLM inh,compound
?,-12%,?,13%,?,25%,-7%,3%,-8%,CCCCCC(=O)Nc1nc(C)c(-c2csc(Nc3ccccc3OC)n2)s1
-36%[59 µM],-18%,?,11%,-22%,3%,19%,-1%,-2%,O=C(CCN1C(=O)c2ccccc2C1=O)Nc1ccc(S(=O)(=O)N2CCOCC2)cc1

All compounds of this part, repeating the preview:
G9a block,HP1b binding inh,JMJD2A Tudor,GLS inh,BAZ2B block,Pin1 inhibitor,POLI inh,PGK inhibitor,BLM inh,compound
?,-12%,?,13%,?,25%,-7%,3%,-8%,CCCCCC(=O)Nc1nc(C)c(-c2csc(Nc3ccccc3OC)n2)s1
-36%[59 µM],-18%,?,11%,-22%,3%,19%,-1%,-2%,O=C(CCN1C(=O)c2ccccc2C1=O)Nc1ccc(S(=O)(=O)N2CCOCC2)cc1
200%[activator],297%[activator],150%[activator],0%,171%[activator],10%,13%,-10%,-9%,CSc1nc(C2CC2)cc(-c2cccs2)c1C#N
23%[0.501 µM],36%,6%,-1%,8%,7%,11%,9%,-2%,O=C1NC(=Nc2ccccc2Br)SC1(CO)CO
/,13%,?,-2%,/,15%,-11%,-9%,/,Cc1cc(NC(=O)c2cc(-c3ccncc3)nc3ccccc23)ccc1Br
?,-10%,-24%,-3%,?,1%,8%,1%,-8%,Cc1ccc(OCc2nc(-c3ccc(C(=O)N4CCN(c5ccccc5F)CC4)cc3)oc2C)cc1
/,17%[57 µM],5%,-11%,/,3%,-9%,-9%,/,Cc1cccc(OCC(=O)OCC(=O)Nc2sccc2C(N)=O)c1
-24%[59 µM],32%&34%&35%[activator],-3%&-8%&-11%,-6%,-4%,0%&3%&-4%,-2%,i,-6%,Nc1ccc(S(=O)(=O)Nc2ccnn2-c2ccccc2)cc1
3%,31%,-12%,9%,-9%,12%,19%,2%,0%,CCCCC1CCC(/C(N)=N/O)CC1 (configuration not stated)
11%,33%,-19%,-5%,2%,-2%,58%[activator],-6%,-2%,COc1cccc(CNC(=O)c2n[nH]c3ccccc23)c1
?,27%,-6%,-1%,-1%,10%,15%,-4%,1%,COc1ccc(OC)c(NC(=O)CN(C)S(=O)(=O)c2ccc(Cl)cc2)c1
-47%[12.7 µM],9%,-30%,4%,-29%,-1%,119%[activator],-4%,-10%,COc1ccc(OC)c(NC(=O)Cc2coc3ccc(C)cc23)c1
14%[0.501 µM],3%,-13%,0%,-16%,-6%,5%,5%,-3%,COc1ccc(C(=O)N2CCC(CCC(=O)Nc3cccc(C)c3)CC2)cc1
15%[59 µM],19%,-9%,0%,1%,3%,?,-3%,/,CCOCCCn1c(SC(C)C(=O)NCC2CCCO2)nc2sc(C)c(C)c2c1=O (configuration not stated)
?,38%[activator],1%,-5%,-14%,2%,21%,-6%,-1%,CCCNC(=O)c1cc(Cl)c(NC(=O)C2=CSCCO2)cc1OC
/,40%[activator],-4%,0%,-5%,0%,54%[activator],1%,-7%,CCOP(=O)(OCC)/C(=C/N1CCCCC1)NC(=O)c1ccccc1
-47%,28%,-18%,20%,-15%,-12%,-3%,5%,-4%,O=C(c1nc2ccccn2c1CNCCn1ccc2ccccc21)N1CCOCC1
15%[12.7 µM],14%,-31%,17%,-10%,-9%,12%,-5%,1%,O=C(O)CCn1c2c(c3ccccc31)CCCC2
/,2%[57 µM],-20%,-11%,/,2%,5%,-8%,/,Cc1ccc(S(=O)(=O)N2CCOCC2)cc1C(=O)N1CCN(c2ccc(C(F)(F)F)cn2)CC1
25%[59 µM],13%,-9%,9%,17%,1%,-25%,-4%,-4%,S=C(NCCc1ccccc1)NCc1cccs1
41%,-8%,?,0%,11%,-6%,4%,-7%,-3%,O=C(Nc1ccccc1-c1ccccc1)c1cccs1
4%,17%,-7%,0%,3%,-4%,9%,/,0%,COC(=O)c1ccccc1-n1c(C)nc(=O)c(-c2ccccc2)c1C
46%[59 µM],80%,48%[activator],-4%,30%,-1%,?,-11%,-1%,Cc1ccc2oc(-c3ccccc3)nc2c1
92%[activator][59 µM],72%[activator],41%[activator],-3%,52%[activator],2%,10%,-9%,/,COc1ccc(OC)c(/C=C/C(=O)OCC(=O)NC2CCCCCCC2)c1
15%,-2%,-14%,4%,-2%,-1%,36%[activator],-9%,-9%,O=S1(=O)CCC(NS(=O)(=O)c2ccc3ccccc3c2)C1 (configuration not stated)
3%[59 µM],22%,-5%,-7%,8%,4%,7%,-1%,2%,Cc1occc1-c1nnc(SCC(=O)N2CCOCC2)o1
4%[59 µM],67%[activator],23%,0%,1%,?,11%,/,-7%,COc1ccc(C(=O)/C=C/c2ccccc2C(F)(F)F)cc1
/,37%,3%,-9%,/,-2%,0%[58.9 µM],i,/,O=C(N/N=C/c1cccnc1)c1ccc(Cl)c(Cl)c1
?,25%,-3%,0%,8%,-7%,?,-8%,/,CC(c1ccccc1)N1CC(C(=O)Nc2ccc(F)cc2)CC1=O (configuration not stated)
-3%[12.7 µM],36%[activator],-7%,6%,-4%,3%,-5%,i,/,COc1cc(C(=O)OCC(=O)c2ccccc2)cc2c1OCCO2
-10%,15%,-21%,-1%,-7%,9%,14%,i,-8%,CCc1ccc(CN(C(=O)c2oc3ccccc3c2C)C2CCS(=O)(=O)C2)cc1 (configuration not stated)
?,-39%,?,4%,?,0%,?,9%,-4%,CC(C)[C@@H](C(=O)NC1CCN(Cc2ccccc2)CC1)N1C(=O)N2CCc3c([nH]c4ccccc34)[C@@]2(C)C1=O
79µM*,52%[activator],-8%,-10%,-22%,-1%,-14%,i,-6%,CCCCOc1ccc(NC(=O)Nc2nnc(C)s2)cc1
7%[59 µM],64%[activator],-6%,0%,4%,20%,8%,2%,-9%,CCOC(=O)c1ccc2c(c1)N(Cc1ccc(F)cc1Cl)C(=O)c1ccccc1S2(=O)=O
-1%[59 µM],30%,?,3%,-1%,-1%,20%,-2%,-1%,CCc1ccc(CNC(=O)c2cnc3sc(N4CCCC4)nn3c2=O)cc1
10µM*,50µM*,?,-19%,50µM*,-11%,65%[activator],-3%,-2%,CC1CN(CCCCOc2ccc(F)cc2)CC(C)O1 (configuration not stated)
-4%[59 µM],38%[activator],-1%,-6%,3%,-2%,13%,-6%,0%,CCCCC(=O)Nc1ccc2c(c1)oc1ccccc12
22%,16%,?,14%,-5%[57.1 µM],-11%,35%[activator],i,-6%,O=C(CNc1cccc2ccccc12)N/N=C/C(Br)=C/c1ccccc1
/,50%[activator],-1%,7%,/,-2%,7%,-2%,/,CC1CC2C3CCC4=CC(=O)CCC4(C)C3CCC2(C)C1(O)C(=O)CO (configuration not stated)
20%[59 µM],39%,-11%[57.1 µM],3%,-22%,-4%,-3%,-2%,0%,C[C@]12C=CC(=O)C=C1CCC1C3CC[C@](O)(C(=O)CO)[C@@]3(C)CC3OC312 (some centres not stated)
8%,7%,-15%,4%,-12%,-12%,36%[activator],i,-1%,CN(c1ccccc1C(=O)Nc1ccc(F)c(Cl)c1)S(C)(=O)=O
8%[59 µM],4%,-14%,1%,5%,-1%,-8%,/,-3%,CC(C)CCNC(=O)CN1C(=O)c2cccnc2Oc2ccccc21
9%[0.501 µM],?,?,-6%,?,3%,1%,-4%,-8%,Cc1ccccc1OCCNc1cc(N2CCCCC2)ccc1[N+](=O)[O-]
/,7%[57 µM],1%,-5%,/,3%,17%,i,/,COc1ccn(C2CCCCO2)c(=O)n1 (configuration not stated)
4%[0.501 µM],24%,-8%,1%,6%,1%,-8%,9%,/,N#Cc1ccccc1S(=O)(=O)N1CCN(C(=O)CCc2ccccc2)CC1
12%,19%,?,9%,2%,-9%,-2%,-1%,-1%,O=C(NN1C(=O)C2C3C=CC(C3)C2C1=O)c1ccncc1 (configuration not stated)
1%[59 µM],42%[activator],-7%,0%,10%,3%,-19%,-1%,/,COc1ccc(Cl)cc1NS(=O)(=O)c1cccc(C(=O)N2CC(C)OC(C)C2)c1 (configuration not stated)
50µM*,-1%,?,-1%,?,1%,-4%,-11%,0%,O=C(c1ccccc1)c1cnc2ccc(Cl)cc2c1N1CCOCC1
-6%,-15%,-14%,3%,-26%,1%,101%[activator],-4%,-4%,CNC(=O)NC(=O)CN1C(=O)NC2(CCOc3ccccc32)C1=O (configuration not stated)
/,34%,-11%,4%,/,12%,43%[activator],-2%,/,COc1cc(OC)cc(-c2c(-c3ccc(C(C)=O)cc3)c3cc(-c4cccc5[nH]ccc45)ccc3n2C)c1

Some values from the list.
Reading of `Cc1occc1-c1nnc(SCC(=O)N2CCOCC2)o1` in JMJD2A Tudor: -5%
Reading of `O=C(CNc1cccc2ccccc12)N/N=C/C(Br)=C/c1ccccc1` in GLS inh: 14%
Reading of `CC(C)CCNC(=O)CN1C(=O)c2cccnc2Oc2ccccc21` in BAZ2B block: 5%

Later entries:
G9a block,HP1b binding inh,JMJD2A Tudor,GLS inh,BAZ2B block,Pin1 inhibitor,POLI inh,PGK inhibitor,BLM inh,compound
/,30%[57 µM],-3%,25%,/,-1%,26%,i,/,CSc1nc2c([nH]1)c(=S)n(C)c(=O)n2C
-2%,35%,-2%,1%,-12%,-9%,14%,i,0%,NC(=O)C1(N2CCCCC2)CCN(C(=S)NC2CCCC2)CC1
59%[activator],32%,7%[11.4 µM],0%,-17%,-6%,32%[activator],-7%,-3%,Cc1cc(C)cc(NC(=O)CCn2cnc3cc(C)c(C)cc32)c1
23%,41%[activator],-1%,-7%,-5%,-5%,-4%,-7%,-6%,CCn1ncc(Br)c1C(=O)Nc1ccc(OC(F)(F)F)cc1
